# Dengue-2 NS5 capping: Dengue-2 NS5 methyltransferase inhibitors, primary screen, biochemical, confirmation dose response (AID 588689); Genome polyprotein (Dengue virus type 2 (strain 16681-PDK53)); Dengue-2 NS5 methyltransferase capping enzyme assay, biochemical; higher % means a stronger effect; one-dose inhibition, % at 25 µM; IC50 in µM for titrated hits; 340,000 tested, 0.3% active; in the data active = a potency from the dose series
# RSV CPE inhibition: RSV antiviral activity via CPE protection, HEp-2 cells, primary 10 µM value included (AID 2391); HEp-2 cells, RSV-induced CPE inhibition; higher % means a stronger effect; CPE inhibition, % at 10 µM, or IC50 in µM where a hit was titrated; 310,000 tested, 0.13% active; in the data active = a potency from the dose series; note: strong numbers were not always called active
# WT yeast gro inh: growth inhibition of WT strain, primary screen, mitochondrial fusion inhibitor project, WT and mutant strains, chemical genetic; inhibition, % at 10 µM; 190,000 tested, 2.1% active; AID 1362, 2008; mitochondrial fusion phenotypic screen; in the data active = inhibition above about 58%; tested in S. cerevisiae
# NTR1 ag: agonists of NTR1, primary screen, imaging, U2OS cells, beta-arrestin-GFP, high content (AID 493036); Neurotensin receptor type 1 (Homo sapiens), P30989; activation, % at 20 µM; NTR1-U2OS beta-arrestin-GFP spot imaging, agonist mode; 330,000 tested, 0.17% active;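 active = activation at or above 40% of the spot to cytoplasm intensity ratio, with at least 20 cells analyzed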;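 note: 0% = DMSO without peptide and 100% = 100 nM NTR1 peptide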
# Target sequence (P30989 whole entry, looked up): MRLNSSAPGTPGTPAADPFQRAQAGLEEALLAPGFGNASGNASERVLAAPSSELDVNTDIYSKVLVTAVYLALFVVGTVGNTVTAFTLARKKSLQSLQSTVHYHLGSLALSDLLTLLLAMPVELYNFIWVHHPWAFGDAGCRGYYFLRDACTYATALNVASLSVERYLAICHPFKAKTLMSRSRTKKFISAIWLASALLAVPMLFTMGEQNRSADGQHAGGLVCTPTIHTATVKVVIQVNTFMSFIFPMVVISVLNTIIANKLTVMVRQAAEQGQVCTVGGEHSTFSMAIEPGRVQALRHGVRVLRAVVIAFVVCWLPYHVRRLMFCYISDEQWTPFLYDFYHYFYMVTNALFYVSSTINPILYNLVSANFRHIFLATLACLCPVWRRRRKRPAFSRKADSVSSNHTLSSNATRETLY
# WT yeast gro inh mutant strain: second read-out of WT yeast gro inh, no call of its own (marks repeat the call); inhibition, %; mitochondrial fusion phenotypic screen, mutant strain inhibition
# NTR1 ag cell count 20 µM: second read-out of NTR1 ag, no call of its own (marks repeat the call); cell count; measured here: cell count, cytotoxicity flag
# Active calls of the source: *; nt = not tested or not shown. An excerpt; the hit share may differ from the screen's.
SMILES,Dengue-2 NS5 capping,RSV CPE inhibition,WT yeast gro inh,NTR1 ag,others
C#CCN(Cc1ccccc1)S(=O)(=O)C=C,nt,0.7%,nt,-0.3,NTR1 ag cell count 20 µM=65
COC/C=C/C1=CC2=CC(=O)C(C)(OC(=O)c3cnc4ccccc4n3)C(=O)C2=CN1CCc1ccccn1 (stereo not given),nt,1.5%,nt,0.2,NTR1 ag cell count 20 µM=81
COc1ccc([C@@H]2C[C@@H](c3ccccc3)Oc3c(C)ccc(C(C)C)c32)cc1,nt,3.7%,nt,1.3,NTR1 ag cell count 20 µM=103
COc1ccc2c(c1)CCNC2Cc1ccc(OC)c(O)c1 (stereo not given),nt,-1.4%,nt,-2.5,NTR1 ag cell count 20 µM=95
COC(=O)C1=C(C(=O)OC)[C@@H]2N(C)c3ccc(OC)cc3[C@@]23C[C@@H](C(=O)OC)N(C(=O)NCCBr)C3=N1,nt,2.1%,nt,-2.4,NTR1 ag cell count 20 µM=80
CNc1[nH]c(=O)[nH]c(=O)c1N=Nc1cc(Cl)ccc1Cl,nt,1.0%,nt,4.2,NTR1 ag cell count 20 µM=39
CC1(OC(=O)c2ccc(Cl)nc2)C(=O)C=C2C=C(c3ccsc3)OC=C2C1=O (stereo not given),nt,0.6%,nt,-5.3,NTR1 ag cell count 20 µM=55
COc1ccc(C(=O)NC(=S)NNC(=O)c2cccc(C)c2)cc1,nt,-1.4%,nt,1.2,NTR1 ag cell count 20 µM=45
CN(C)CCc1c[nH]c2ccc(C[C@H]3COC(=O)N3)cc12,nt,1.4%,nt,-0.2,NTR1 ag cell count 20 µM=60
Cc1ccc(-c2cc(C(=O)Nc3ccccc3C(N)=O)c3ccccc3n2)o1,nt,2.6%,nt,7.2,NTR1 ag cell count 20 µM=48
COc1ccc(C(=O)Oc2c(CN3CCOCC3)cc(Cl)c3cccnc23)cc1OC,nt,-0.3%,23,0.0,WT yeast gro inh mutant strain=8;NTR1 ag cell count 20 µM=65
Cc1c(N=c2c(=O)c3ccccc3c2=O)c(=O)n(-c2ccccc2)n1C,nt,3.4%,10,3.5,WT yeast gro inh mutant strain=6;NTR1 ag cell count 20 µM=62
CCCCCCN1C[C@H](O)[C@@H](n2cc(C3CC3)nn2)C[C@@H]1c1ccc(Cl)cc1,0%,nt,nt,nt,
CC(NCC(=O)Nc1ccccc1C(=O)NC1CC1)c1ccc(Cl)cc1 (stereo not given),2%,nt,nt,nt,
CCCc1nc2nc(C)c(NS(=O)(=O)c3ccc(C)c(C)c3)c(=O)n2[nH]1,4%,nt,nt,nt,
CC(=O)C(Cc1ccccc1)NC(=O)COC(=O)c1cc(S(=O)(=O)N2CCOCC2)ccc1F (stereo not given),2%,nt,nt,nt,
COc1ccc(NC(=O)CN2c3cccc4cccc(c34)S2(=O)=O)cc1OC,8%,nt,nt,nt,
CCCCCCn1c(=O)n2n(c1=O)C[C@]1(OC(=O)NCC3CCCCC3)CN(S(=O)(=O)c3ccc(C)cc3)C[C@]1(O)C2,-8%,nt,nt,nt,
COCOCCn1cc(CN2CCS(=O)(=O)N(Cc3ccc(-c4ccc(OC)c(OC)c4)cc3)C(C)C2=O)nn1 (stereo not given),-6%,nt,nt,nt,
Cc1cc(O)cc(O)c1/C=N/NC(=O)c1ccc2c(c1)OCCO2,11%,nt,nt,nt,
CC1=CC2(C)NC(=O)C(C)C12 (stereo not given),-1%,nt,nt,nt,
O=C(NC(=S)Nc1ccc([N+](=O)[O-])cc1)c1ccco1,0%,nt,nt,nt,
Nc1cc(N)nc(SCc2ccccc2Cl)n1,7%,nt,nt,nt,
O=C1NC(C2CC3C=CC2C3)Nc2ccccc21 (stereo not given),4%,nt,nt,nt,
CC(Nc1ccc(Br)cc1)C(=O)NC(=O)NC1CCCCC1 (stereo not given),4%,nt,nt,nt,
C[C@@H]1CN([C@@H](C)CO)S(=O)(=O)c2ccc(Br)cc2O[C@@H]1CN(C)S(=O)(=O)c1cn(C)cn1,0%,nt,nt,nt,
COc1ccc(CCNC(=O)c2ccc3c(c2)S(=O)(=O)N=C2CCCCCN23)cc1OC,2%,nt,nt,nt,
CC(=O)c1c(O)c(C)c(O)c2c1OC1=CC(=O)/C(=C(/C)N)C(=O)C12C (stereo not given),2%,nt,nt,nt,
O=C(Cc1ccc(Cl)cc1)Nc1cccnc1Cl,-6%,nt,nt,nt,
C[C@H]1CN([C@@H](C)CO)C(=O)CCCn2nncc2CO[C@H]1CN(C)C(=O)Nc1ccnc(N2CCOCC2)c1,-5%,nt,nt,nt,
CC(C)NC(=O)N(C)C[C@H]1OCCCC[C@H](C)Oc2ccc(NS(=O)(=O)c3ccccc3)cc2C(=O)N([C@H](C)CO)C[C@H]1C,6%,nt,nt,nt,
N#Cc1ccccc1COC(=O)c1cc(S(=O)(=O)N2CCOCC2)ccc1F,2%,nt,nt,nt,
O=C(NNC(=O)C(c1ccccc1)c1ccccc1)c1ccccc1O,-5%,nt,nt,nt,
Cc1ccccc1NC(=O)C(C)Sc1nnc(CN2CCCC2)n1Cc1ccccc1 (stereo not given),-4%,nt,nt,nt,
Cc1ccc(S(=O)(=O)NNc2c3ccccc3nc3ccc(Cl)cc23)cc1,-3%,nt,nt,nt,
Cn1c(CCN2CCCC2)nc2cc(NC(=O)COc3ccc(Cl)cc3)ccc21,-1%,nt,nt,nt,
O=C(C[C@@H]1C[C@@H]2c3cc(NS(=O)(=O)c4ccc(F)cc4)ccc3O[C@@H]2[C@@H](CO)O1)NC1CCCCC1,-7%,nt,nt,nt,
C[C@H](CO)N1C[C@H](C)[C@@H](CN(C)Cc2ccc(Oc3ccccc3)cc2)Oc2cc(Br)ccc2S1(=O)=O,-5%,nt,nt,nt,
C[C@@H]1CCCCO[C@H](CN(C)C(=O)CCC(F)(F)F)[C@@H](C)CN([C@H](C)CO)C(=O)c2cc(NC(=O)c3ccncc3)ccc2O1,-5%,nt,nt,nt,
CCOC(=O)C1(C#N)C(=O)CSC1=Nc1ccccc1Cl (stereo not given),-7%,nt,nt,nt,

# At a glance, 10 of the compounds above:
SMILES,Dengue-2 NS5 capping,RSV CPE inhibition,WT yeast gro inh,NTR1 ag,others
C[C@H]1CN([C@@H](C)CO)C(=O)CCCn2nncc2CO[C@H]1CN(C)C(=O)Nc1ccnc(N2CCOCC2)c1,-5%,nt,nt,nt,
CC(C)NC(=O)N(C)C[C@H]1OCCCC[C@H](C)Oc2ccc(NS(=O)(=O)c3ccccc3)cc2C(=O)N([C@H](C)CO)C[C@H]1C,6%,nt,nt,nt,
N#Cc1ccccc1COC(=O)c1cc(S(=O)(=O)N2CCOCC2)ccc1F,2%,nt,nt,nt,
O=C(NNC(=O)C(c1ccccc1)c1ccccc1)c1ccccc1O,-5%,nt,nt,nt,
Cc1ccccc1NC(=O)C(C)Sc1nnc(CN2CCCC2)n1Cc1ccccc1 (stereo not given),-4%,nt,nt,nt,
Cc1ccc(S(=O)(=O)NNc2c3ccccc3nc3ccc(Cl)cc23)cc1,-3%,nt,nt,nt,
Cn1c(CCN2CCCC2)nc2cc(NC(=O)COc3ccc(Cl)cc3)ccc21,-1%,nt,nt,nt,
O=C(C[C@@H]1C[C@@H]2c3cc(NS(=O)(=O)c4ccc(F)cc4)ccc3O[C@@H]2[C@@H](CO)O1)NC1CCCCC1,-7%,nt,nt,nt,
C[C@H](CO)N1C[C@H](C)[C@@H](CN(C)Cc2ccc(Oc3ccccc3)cc2)Oc2cc(Br)ccc2S1(=O)=O,-5%,nt,nt,nt,
C[C@@H]1CCCCO[C@H](CN(C)C(=O)CCC(F)(F)F)[C@@H](C)CN([C@H](C)CO)C(=O)c2cc(NC(=O)c3ccncc3)ccc2O1,-5%,nt,nt,nt,

# Two entries drawn at random from the list so far:
SMILES,Dengue-2 NS5 capping,RSV CPE inhibition,WT yeast gro inh,NTR1 ag,others
Cc1ccc(S(=O)(=O)NNc2c3ccccc3nc3ccc(Cl)cc23)cc1,-3%,nt,nt,nt,
Cc1ccccc1NC(=O)C(C)Sc1nnc(CN2CCCC2)n1Cc1ccccc1 (stereo not given),-4%,nt,nt,nt,

# Continued:
SMILES,Dengue-2 NS5 capping,RSV CPE inhibition,WT yeast gro inh,NTR1 ag,others
Cc1ccc(-c2ccc(CN3C(CC(C)C)C(=O)N(Cc4cn(CCC5OCCO5)nn4)CCS3(=O)=O)cc2)cc1 (stereo not given),1%,nt,nt,nt,
O=C(O)CC(c1ccccc1)c1ccc2c(c1)OCO2 (stereo not given),1%,nt,nt,nt,
COc1ccc(CN2C(=O)C(CC(=O)NC(c3ccccc3)c3ccccc3)CC(C(=O)N(C)C)=C2C)cc1 (stereo not given),1%,nt,nt,nt,
C[C@@H]1CN([C@@H](C)CO)C(=O)CCCn2nncc2CO[C@@H]1CN(C)S(=O)(=O)c1ccc2c(c1)OCCCO2,-2%,nt,nt,nt,
O=C1CNc2cc(Cl)ccc2N1,-17%,nt,nt,nt,
CN1C(=O)[C@H]2[C@@H](c3ccc(C(F)(F)F)cc3)N[C@]3(CCCN(Cc4ccc(F)cc4)C3=O)[C@H]2C1=O,2%,nt,nt,nt,
O=C1C=C(c2n[nH]nc2-c2ccccc2)C[C@@H](c2ccc(F)cc2)C1,3%,nt,nt,nt,
CC(OC(=O)CCNS(=O)(=O)c1ccc(Cl)cc1)C(=O)N(C)Cc1ccccc1 (stereo not given),-5%,nt,nt,nt,
O=C1c2ccccc2C2N1CCCN2C(=O)c1sc2ccccc2c1Cl (stereo not given),2%,nt,nt,nt,
Cc1cccc(NC(=O)c2nc[nH]c2C(=O)Nc2ccccc2F)c1,1%,nt,nt,nt,
O=C(Nc1cc(S(=O)(=O)N2CCOCC2)ccc1N1CCCC1)c1ccccc1F,0%,nt,nt,nt,
C[C@H]1CN([C@@H](C)CO)C(=O)CCCn2cc(nn2)CO[C@@H]1CN(C)C(=O)Nc1cccc2ccccc12,-7%,nt,nt,nt,
CC(NC(=O)C1CC(=O)N(c2ccc3c(c2)OCCO3)C1)c1ccccc1 (stereo not given),-7%,nt,nt,nt,
CC(=O)N1CCC(C(=O)Nc2cc(S(=O)(=O)N3CCCCC3)ccc2C)CC1,-9%,nt,nt,nt,
O=C(COC(=O)c1cccc(S(=O)(=O)N2CCCCC2)c1)NCc1cccc(Cl)c1,-1%,nt,nt,nt,
COc1cc(OC)c(N(C)S(=O)(=O)c2cccc(C(=O)NCc3cccs3)c2)cc1Cl,-3%,nt,nt,nt,
CC1(C)CC2(OC2c2ccccc2)C(=O)c2ccccc21 (stereo not given),3%,nt,nt,nt,
Nc1nc2ccc(Br)cc2s1,-3%,nt,nt,nt,
CCn1cc(/C=C(\NC(=O)c2ccccc2F)C(=O)N2CCN(C)CC2)c2ccccc21,2%,nt,nt,nt,
CC(C)Oc1ccc2ccccc2c1CNC[C@H]1O[C@@H](n2ccc(N)nc2=O)[C@H](O)[C@@H]1O,3%,nt,nt,nt,
O=C(Nc1cc(S(=O)(=O)N2CCCC2)ccc1OCC(F)(F)F)c1ccncc1,-6%,nt,nt,nt,
COc1ccc2c(c1)CSC(c1ccccc1)C2=O (stereo not given),2%,nt,nt,nt,
Cc1ccccc1C(=O)NNS(=O)(=O)c1ccc(F)cc1,3%,nt,nt,nt,
C[C@H]1CN([C@@H](C)CO)C(=O)c2cc(Br)cnc2O[C@H]1CN(C)C(=O)c1cnccn1,-2%,nt,nt,nt,
CC1(C)CN(CCc2ccccc2)C(=O)[C@H]1CC(=O)Nc1ccc(Br)cc1,6%,nt,nt,nt,
O=C(Cc1cccc2ccccc12)NN=Cc1ccc2c(c1)CCC2,-3%,nt,nt,nt,
O=C1[C@H]2[C@@H](c3ccc(C(F)(F)F)cc3)N[C@]3(CCCN(Cc4ccc(C(F)(F)F)cc4)C3=O)[C@H]2C(=O)N1Cc1ccccc1,-2%,nt,nt,nt,
O=C(c1nc2ccc(Cl)cn2c1CN1CCC[C@H]1CO)N1CCc2ccccc2C1,11%,nt,nt,nt,
COc1ccc(C=CC(=O)c2ccc(OC)c(OC)c2)cc1O,-15%,nt,nt,nt,
COc1cccc(S(=O)(=O)N(C)C[C@H]2OCc3cn(nn3)CCCC(=O)N([C@H](C)CO)C[C@@H]2C)c1,-9%,nt,nt,nt,
COc1ccccc1CNCc1ccc2c(c1)OCO2,5%,nt,nt,nt,
N#CC1C(=O)NC(=O)C(C#N)C12CCCc1sccc12 (stereo not given),-2%,nt,nt,nt,
COc1cc2nn(-c3ccccc3N)nc2cc1OC,-3%,nt,nt,nt,
COc1ccc(CN2C(=O)C(CC(=O)NC3CCCCC3)CC(C(=O)N3CCOCC3)=C2C)cc1 (stereo not given),-2%,nt,nt,nt,
O=C(NCCc1cccc(F)c1)C1CC(O)CN1C(=O)Nc1ccccc1 (stereo not given),-3%,nt,nt,nt,
COc1ccccc1C(=O)NCCN1CCCC1,-9%,nt,nt,nt,
CC1CCN(C(=O)COC(=O)c2cccc(S(=O)(=O)N3CCOCC3)c2)CC1,-2%,nt,nt,nt,
Cc1ccnc(NS(=O)(=O)c2ccc(NC(=O)c3cccc(Cl)c3)cc2)n1,-1%,nt,nt,nt,
N#Cc1ccc(OCC(=O)NCCCN2CCCC2=O)cc1,0%,nt,nt,nt,
O=C1Nc2ccccc2SC1=Cc1ccccc1,11%,nt,nt,nt,

# Screens (PubChem BioAssay)
